# VHR inh color – VHR1 phosphatase inhibitors, primary screen, biochemical, colorimetric, HTS; Dual specificity protein phosphatase 3 (Homo sapiens), P51452; recombinant VHR phosphatase, colorimetric substrate read-out; inhibition, % at 20 µM; 0.7% of 50,000 active; AID 1992, 2009; in the data active means inhibition above about 60%; further: some results filed as inactive read as strong as hits
# Target sequence (P51452 whole entry, looked up): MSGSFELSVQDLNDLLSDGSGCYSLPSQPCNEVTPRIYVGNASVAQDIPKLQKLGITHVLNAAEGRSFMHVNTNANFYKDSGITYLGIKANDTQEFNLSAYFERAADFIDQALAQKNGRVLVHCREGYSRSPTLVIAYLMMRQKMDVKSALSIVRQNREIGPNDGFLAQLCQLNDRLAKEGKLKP
# Numbers without * were called inactive. A portion of the library, so the mix of outcomes need not match the whole.
canonical_smiles,VHR inh color
COc1ccc(-c2cc(C(=O)Nc3ccccc3Cl)c3ccccc3n2)cc1,-6
O=C1C2ON(c3ccccc3)C(c3ccc(OC(F)F)cc3)C2C(=O)N1c1ccccc1C(F)(F)F (stereo unspecified),-12
O=C(NNC(=O)c1cc([N+](=O)[O-])ccc1Cl)c1ccc([N+](=O)[O-])cc1,-13
CC1=C(C(=O)Nc2ccc(Br)cc2)C(c2ccc(C)cc2)NC(=O)N1 (stereo unspecified),-11
O=C(NC(=S)Nc1ccc2oc(-c3cccnc3)nc2c1)c1ccc(Cl)cc1,-23
COc1ccc(S(=O)(=O)N(CC(=O)Nc2ccc(C(C)=O)cc2)c2ccc(C)cc2)cc1OC,-16
CCN(CC)c1ccc(Nc2nc(-c3sc(C)nc3C)cs2)cc1,10
CCCOc1ccc(C(=O)Nc2scc(-c3ccc(F)cc3)c2C(=O)OC)cc1,-26
C=CCOc1ccc(-c2nc3sc4c(c3c(=O)[nH]2)CCCC4)cc1OC,16
O=C1/C(=C\c2cccnc2)SC(=S)N1c1cccc(C(F)(F)F)c1,-14
Cc1ccc(/C=C2/SC(=O)N(CNc3ccc(Br)cc3C)C2=O)cc1,6
Cc1ccc(OCC(=O)Oc2ccc(Cl)cc2C)cc1C,0
CCOc1ccc(C(=O)Nc2ccc(NC(=O)c3ccccc3Cl)cc2)cc1Br,2
CC1=CC(C)(C)N(C(=O)c2ccccc2)c2ccccc21,1
COc1ccc(/C=C2\SC(=S)N(CCCC(=O)Nc3c(C)n(C)n(-c4ccccc4)c3=O)C2=O)cc1,-20

# Going on with the list.
canonical_smiles,VHR inh color
CC1(C)CC(n2c(=O)c3c(n4cnnc24)-c2ccccc2CC32CCCCC2)CCO1 (stereo unspecified),5
CCOC(=O)N/N=C/C=C/c1ccccc1,-16
Cc1ccc(N2CC(C(=O)NCC3CCCO3)CC2=O)cc1 (stereo unspecified),-42
O=C1S/C(=C/c2ccc(-c3ccc(F)cc3)o2)C(=O)N1c1ccccc1,36
COC(=O)C1=C(C(=O)OC)SC2(S1)C(c1ccccc1)=CSC(C(=O)OC)=C2C(=O)OC,-1
Cc1ccc(CNC(=O)C(=O)Nc2cc(Cl)ccc2C)cc1,-12
O=C(O)c1cc(N2C(=O)C=CC2=O)ccc1Cl,9
Cc1ccc(S(=O)(=O)Oc2ccc(/C=C3\SC(=S)NC3=O)cc2Br)cc1,0
Cc1ccc(C23CC4CC(CC(C(=O)N5CCCC5)(C4)C2)C3)cc1,4
O=C(Nc1ccc(Cl)c(C(F)(F)F)c1)c1ccccc1Br,-10
Cc1ccc(C)c(NC(=O)/C=C/c2ccc(Cl)cc2)c1,12
C=CCOn1c(=O)c(C)[n+]([O-])c2ccccc21,-22
O=C(COc1ccc([N+](=O)[O-])cc1)Nc1cc(C(F)(F)F)cc(C(F)(F)F)c1,-4
CCOC(=O)c1c(NC(=O)C2CCCCC2)sc2c1CCC2,-12
O=c1oc2cc(OCc3ccc([N+](=O)[O-])cc3)ccc2c2c1CCC2,-6

# (next part)
canonical_smiles,VHR inh color
COc1ccc(C2Nc3ccc(C(=O)c4ccccc4)cc3NC3=C2C(=O)CC(C)(C)C3)cc1 (stereo unspecified),-9
COc1cccc(/C=C2\SC(N3CCCC3)=NC2=O)c1OC,-6
CC(=O)N(c1ccccc1)C1C=CS(=O)(=O)C1 (stereo unspecified),-32
CCCOc1ccc(C(=O)Nc2ccc(O)cc2C(=O)O)cc1,6
CCN1C(=O)/C(=C\c2ccc(OS(=O)(=O)c3ccccc3[N+](=O)[O-])c(OC)c2)SC1=S,-2
Cc1c(C(=O)NN2CCOCC2)cccc1[N+](=O)[O-],-4
Cc1ccc(CN2CCN(C3CCCC3)CC2)cc1,4
Cc1[nH]n(-c2ccc(Cl)c(C(=O)O)c2)c(=O)c1/C=C1\C=c2ccccc2=NC1=O,0
O=C1/C(=C\c2cccc(C(F)(F)F)c2)SC(=S)N1c1cccc(Cl)c1,25
COc1ccc(Cl)cc1C(=O)NC(C)c1ccccc1 (stereo unspecified),-11
CCN(CC)c1ccc(NC(=S)Nc2ccc(F)cc2)cc1,32
O=C(ON1C(=O)C2C3c4ccccc4C(c4ccccc43)C2C1=O)c1ccccc1 (stereo unspecified),-8
Cc1cc(Cl)ccc1OCC(=O)NC1CC(C)(C)NC(C)(C)C1,17
COCCN1C(=O)C(=O)/C(=C(/O)c2ccccc2)C1c1ccc(OC)cc1 (stereo unspecified),16
O=C(COc1ccc2ccccc2c1)Nc1ccccc1F,3

# Further records.
canonical_smiles,VHR inh color
O=C1OC(c2ccc(Cl)cc2)=C/C1=C\c1cccc([N+](=O)[O-])c1,9
O=C(Cc1ccccc1)Nc1ccc(C(=O)Nc2nccs2)cc1,-13
O=C(/C=C\Nc1ccccc1[N+](=O)[O-])c1ccc2c(c1)OCO2,-4
C/C(=C\C(=O)c1ccc(Cl)cc1)Nc1ccc(Br)c(C)c1,-7
Cc1ccc(-c2ncnn2-c2ccc(Cl)cc2)cc1,-16
O=C(c1ccccc1)C(Sc1ncn[nH]1)c1ccccc1 (stereo unspecified),-2
Cc1ccccc1NC(=O)COc1ccccc1,-3
Cc1cccc(NC(=O)COc2ccc(C(C)C)cc2)c1C,-7
CCS/C(=N/Nc1ccc(C)cc1)C(C)=O,-11
Cc1ccc(-c2cc(C(=O)N/N=C/C=C/c3ccccc3)[nH]n2)cc1,0
N=c1nc(N)nc2n1NC(c1ccc(Cl)cc1)=CS2,14
O=[N+]([O-])c1cccc(CN2CCN(Cc3cccc(Cl)c3)CC2)c1,-6
CN1C(=O)C(=Cc2ccc(-c3ccc(Cl)c(C(=O)O)c3)o2)C(=O)N(C)C1=O,8
Cc1cc(C)nc(SCC(=O)N2c3ccccc3-c3c(ssc3=S)C2(C)C)n1,-6
Cc1ccc(C(=O)Nc2c(C(C)C)cccc2C(C)C)cc1[N+](=O)[O-],-8

# New compounds follow:
canonical_smiles,VHR inh color
CCOc1cc(-c2nc3ccccc3c(=O)[nH]2)cc(Br)c1O,-88
O=C(Cn1c(O)c(N=NC(=O)C(=O)Nc2cccc([N+](=O)[O-])c2)c2ccccc21)Nc1ccccc1,-34
CC(C)(C)c1cc(C(=O)N/N=C/c2cc(C(C)(C)C)c(O)c(C(C)(C)C)c2)n[nH]1,-7
Cc1cc(C)nc(SCCN2CCCCC2)n1,-16
Cc1ccc2nc(SCC(=O)Nc3nc4ccccc4s3)[nH]c2c1,0
CCOc1cc(C2C(C(=O)OC(C)C)=C(C)NC3=C2C(=O)CCC3)cc([N+](=O)[O-])c1O (stereo unspecified),-18
CC1(C)CC(NC(=O)C(=O)Nc2ccc(Cl)cc2)CC(C)(C)N1,-11
COc1cccc(/C=C2/C=C(c3ccc(C)cc3)OC2=O)c1,-9
COc1cc(C(=O)n2nnc3ccccc32)c([N+](=O)[O-])cc1OC,3
O=C(Nc1ccc(Cl)c(Cl)c1)Nc1nnc(/C=C/c2ccccc2)s1,-13
Cc1cc(NCCCN(C)C)n2c(nc3ccccc32)c1C#N,-15
Cc1ccc(-c2cc3nc(C)c(C)c(C(C)(C)C)n3n2)cc1,0
COc1ccc(N2C(=O)/C(=C\c3cc(OC)ccc3OC)SC2=S)cc1,-9
O=C1C2C3C=CC(C4CC34)C2C(=O)N1c1ccccc1F (stereo unspecified),1
C=CCOc1ccc(-c2nc3sc4c(c3c(=O)[nH]2)CCCC4)cc1Br,21

# Given as labelled records: part of the list above.
SMILES: Cc1cc(NCCCN(C)C)n2c(nc3ccccc32)c1C#N
  VHR inh color: -15

SMILES: COc1ccc(N2C(=O)/C(=C\c3cc(OC)ccc3OC)SC2=S)cc1
  VHR inh color: -9

# Next part
canonical_smiles,VHR inh color
O=C(CC1(O)C(=O)Nc2ccc(Br)cc21)c1ccco1 (stereo unspecified),13
O=C(O)/C=C/c1cccc(/C=C/C(=O)O)c1,-4
CC(C)c1cc(C(C)C)c(S(N)(=O)=O)c(C(C)C)c1,7
Cc1ccccc1-n1c(N)c(C#N)c2nc3ccccc3nc21,-12
CC1CCc2c(sc(NC(=O)CCN3C(=O)c4ccccc4C3=O)c2C(N)=O)C1 (stereo unspecified),-9
COc1ccc(N2C(=O)NC(=O)/C(=C/c3cc(Cl)c(OCCOc4ccccc4)c(OC)c3)C2=O)cc1,7
COc1cc(C(=O)Nc2nc(C(C)(C)C)cs2)cc(OC)c1OC,7
CN(C)c1ccc(/C=C/C(=O)c2c(-c3ccccc3)c3cc(Cl)ccc3[nH]c2=O)cc1,5
CC(=O)Nc1ccc(S(=O)(=O)N/N=C(\C)c2cccs2)cc1,-6
CC(=O)Nc1ccccc1NC(=O)CCc1ccccc1,5
COc1ccc(S(=O)(=O)N2CCN(S(=O)(=O)c3ccccc3)CC2)cc1,14
COc1ccccc1NC(=O)c1ccccc1NC(=O)c1ccccc1Cl,19
COc1cc(OC)c(OC)cc1CN1CCN(C(=O)c2ccccc2)CC1,-13
Cc1ccc2[nH]c(=O)c(C(=O)/C=C\c3ccc(Br)cc3)c(-c3ccccc3)c2c1,13
O=C(COc1ccccc1)Nc1nc2ccccc2s1,-88

# Going on with the list:
canonical_smiles,VHR inh color
O=S1(=O)CCC(NC(=S)N/N=C/c2cccc(Oc3ccccc3)c2)C1 (stereo unspecified),-6
CCOc1ccc2ccc(OCC)c(/C=C3\C(=O)NC(=O)N(c4ccc5c(c4)OCO5)C3=O)c2c1,-14
N/C(=N\OC(=O)c1cccc(Br)c1)c1cccnc1,-14
CC(=O)Oc1cccc(N2C(=O)c3ccc(C(=O)Nc4cccc(C(=O)NCC(C)C)c4)cc3C2=O)c1,0
COc1ccc(C(=O)Nc2ccccc2)cc1NC(=O)c1ccccc1C,-1
CCN(CC)S(=O)(=O)c1ccc(NC(=O)COc2ccccc2)cc1,2
COc1ccc(OC(C)C(=O)Nc2ncn[nH]2)cc1 (stereo unspecified),-13
O/C(=C\c1nc2ccccc2nc1/C=C(/O)c1ccccc1)c1ccccc1,-4
COC(=O)C1=C(C)NC(=O)CC1c1ccc(F)c(Br)c1 (stereo unspecified),-13
CC(Oc1ccc2c3c(c(=O)oc2c1)CCC3)c1ccccc1 (stereo unspecified),-13
Cc1ccc(CN2C(=O)C(C)(C)N(C(=O)c3cccc([N+](=O)[O-])c3)c3ccccc32)c(C)c1,12
O=C1C(=Cc2cccc(OCc3ccccc3)c2)C(=O)c2ccccc21,8
CC(C)OC(=O)c1c(-c2ccccc2)csc1NC(=O)c1c(F)cccc1F,3
COc1ccc(C(=O)Nc2ccc3nn(-c4ccc(F)cc4)nc3c2)cc1Cl,1
Nc1ccc2nc(SCC(=O)NC(c3ccccc3)c3ccccc3)sc2c1,-12

# Remaining list, next part
canonical_smiles,VHR inh color
CCCCNCCCCOc1ccccc1Cl,-22
Cc1ccc(N2C(=O)CC(NCCc3ccccc3F)C2=O)cc1 (stereo unspecified),-4
O=C(CSc1nc2ccccc2s1)NCCO,4
O=C1NC(=O)N(c2ccccc2F)C(=O)/C1=C/c1ccc(O)c(Cl)c1,-4
O=C(Nc1ccc(Cl)cc1)Nc1nnc(-c2ccccc2Br)s1,-3
C=CCN1C(=O)/C(=C\c2ccc(-c3ccc(C(=O)OCC)cc3)o2)SC1=S,12
COc1ccc(C(=O)N2CC3(CCCC3)c3ccccc3C2C)cc1OC (stereo unspecified),8
O=C(CSc1nc2ccccc2s1)Nc1ccccc1[N+](=O)[O-],-10
COc1ccc(Br)cc1C(=O)NCCNc1ccc(Cl)cc1[N+](=O)[O-],-2
Cc1c(NC(=O)NC(=O)c2ccc(F)cc2)c(=O)n(-c2ccccc2)n1C,-12
Cc1ccccc1OCC(=O)Nc1cccc(-c2cc3ccccc3oc2=O)c1,-23
Cc1cc(C)c(/C=c2\sc3nc4cc(Br)cnc4n3c2=O)cc1C,-28
C(=C\c1ccco1)/C=N/Nc1cccc2cccnc12,-19
CCOC(=O)c1cnc2c(-c3ccccc3)c(C)nn2c1C,-32
O=C(Cn1c(O)c(N=NC(=O)c2ccc([N+](=O)[O-])cc2)c2ccccc21)Nc1ccccc1,-47

# Shown as labelled records: 4 of the compounds above
SMILES: CCN1C(=O)/C(=C\c2ccc(OS(=O)(=O)c3ccccc3[N+](=O)[O-])c(OC)c2)SC1=S
  VHR inh color: -2
SMILES: Cc1c(C(=O)NN2CCOCC2)cccc1[N+](=O)[O-]
  VHR inh color: -4
SMILES: Cc1ccc(CN2CCN(C3CCCC3)CC2)cc1
  VHR inh color: 4
SMILES: Cc1[nH]n(-c2ccc(Cl)c(C(=O)O)c2)c(=O)c1/C=C1\C=c2ccccc2=NC1=O
  VHR inh color: 0

# Other results follow:
canonical_smiles,VHR inh color
O=C(NC(NC(=S)Nc1cccc(O)c1)C(Cl)(Cl)Cl)c1cccc([N+](=O)[O-])c1 (stereo unspecified),0
Cc1cccc(C(=O)N2CCN(Cc3ccccc3)CC2)c1,46
C=CCNC(=O)CN(c1ccc(Cl)cc1)S(C)(=O)=O,-14
CC(=O)C1=C(O)CC(C)(C)CC1=Nc1ccc(N)cc1,6
C/C(=N\N1C(=O)c2ccccc2C1=O)c1cccc([N+](=O)[O-])c1,1
N#C/C(=C/c1ccc(/C=C(\C#N)C(N)=O)cc1)C(N)=O,-15
CCOc1cc(C(=O)NCc2ccco2)cc(OCC)c1OCC,-16
CCCN(CCC)C(=O)c1cnn(-c2ccccc2)c1NC(=O)c1cccc(F)c1,19
Cc1ccc(N2CCN(S(=O)(=O)c3ccc(C)cc3)CC2)cc1,5
CC1C(=O)C(C)C(c2ccc3c(c2)OCO3)NC1c1ccc2c(c1)OCO2 (stereo unspecified),2
CC1(C)c2ccccc2N(CCO)C12C=Cc1cc(Br)ccc1O2 (stereo unspecified),-18
CC(NC(=O)C(=O)Nc1ccccc1F)c1ccccc1 (stereo unspecified),-12
C=CCS(=O)(=O)Nc1cccc2ccccc12,-5
CCCOc1ccc(Cc2c(O)nc(N)[nH]c2=O)cc1C,-28

# High-throughput results: PubChem, Sanford-Burnham Center for Chemical Genomics
